Source: PubChem
proKLK7 act: activators of human kallikrein-7 zymogen; P49862; activation, % at 7 µM; purified proKLK7, EDANS-DABCYL substrate fluorescence; 100% is mature enzyme control, 0% vehicle; 0.9% of 370,000 active;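 active means activation above the mean of all tested compounds plus 3 SD, computed per campaign excluding outliers beyond control limits, cut at about 13% in these data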
ADAM17 inh: inhibitors of human ADAM17; recombinant ADAM17, EDANS/DABCYL FRET peptide cleavage; inhibition, % at 6.95 µM; 0.83% of 370,000 active;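 active means inhibition above the mean of compounds lying between control limits plus 3 SD, set per campaign, cut at about 8.5% in these data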;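 further: 0% = DMSO-only wells as the low control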
DDE Tn7 FP inh: DD(E)-Tn7 binding inhibition, primary FP screen; P02675; FP displacement of FITC-Tn7 peptide from fibrin DD(E); 0% = median of compound wells per plate; inhibition, % at 8.3 µM; 0.13% of 370,000 active; AID 720508;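 active means inhibition above the mean of compounds falling within the control limits plus 3 SD of them, cut at about 14% in these data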;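 further: 0% = plate median of compound wells and 100% = 10 µM Aha-Tn7 peptide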
Target sequence (P02675 whole entry, looked up): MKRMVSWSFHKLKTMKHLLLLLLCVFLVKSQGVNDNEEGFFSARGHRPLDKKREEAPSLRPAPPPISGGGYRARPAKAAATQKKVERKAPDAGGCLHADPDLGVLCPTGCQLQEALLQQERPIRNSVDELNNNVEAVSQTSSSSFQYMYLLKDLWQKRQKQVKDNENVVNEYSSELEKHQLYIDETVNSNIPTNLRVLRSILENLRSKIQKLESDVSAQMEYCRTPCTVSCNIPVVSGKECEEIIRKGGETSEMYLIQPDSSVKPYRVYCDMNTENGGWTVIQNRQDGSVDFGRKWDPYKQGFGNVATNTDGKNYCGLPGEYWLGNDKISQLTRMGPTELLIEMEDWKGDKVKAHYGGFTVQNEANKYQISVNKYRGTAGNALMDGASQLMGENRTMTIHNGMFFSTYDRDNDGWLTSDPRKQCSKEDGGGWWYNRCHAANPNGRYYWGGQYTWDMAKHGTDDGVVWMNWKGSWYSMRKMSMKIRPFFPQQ
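Assay system: human fibrin DD(E). Input: DD(E) 2 µM final. Medium: Tris buffer with calcium and detergent, pH 7.8. Compound dosing: single point at 8.3 µM. Timing: 10 min plus 3 h, room temperature. Technique: fluorescence polarization of the labelled Tn7 tracer. Read-out: percent inhibition. Replicates: singlicate testing.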
DDE Tn6 FP inh: disrupts Tn6 cyclic peptide binding to fibrin D-Dimer-E complex | P02675 | Fibrin DD(E) TRITC-Tn6 fluorescence polarization displacement | inhibition, % at 8.3 µM | 0.21% of 370,000 active | AID 720509;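 active means inhibition above a per-campaign cutoff: mean of compounds within control limits plus 3 SD, cut at about 15% in these data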;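 further: 0% = median of all compound wells on the plate and 100% = blocking peptide control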
ASAP1 GAP inh: blocks human ASAP1-stimulated Arf1 GTP hydrolysis. 0.19% of 360,000 active. AID 624377. GDP FP detection. Q9ULH1. inhibition, % at 16.5 µM; in the data active means inhibition above about 25%;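 further: 0% = vehicle with enzyme and substrate and 100% = no enzyme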
LEDGF integ inh: blocks HIV-1 LEDGF/p75-dependent DNA integration; 0.64% of 370,000 active; TR-FRET IN-LEDGF/p75 DNA integration, Eu/Cy5; inhibition, % at 3.7 µM;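 active means inhibition above the screen-wide mean plus 3 SD, cut at about 13% in these data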;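 further: signal is the Cy5 over europium emission ratio at 671 and 618 nm; 0% = plate median of compound wells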
ARFGAP1 inh: inhibits rat ARF GTPase activating protein 1; Q62848; Arfgap1-stimulated ARF1 GTP hydrolysis, GDP FP detection; inhibition, % at 16.5 µM; 0.26% of 360,000 active;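 active means inhibition above a per-plate limit, mean inhibition of low control wells plus 3 SD, cut at about 25% in these data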;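 further: 0% = DMSO wells with enzyme and 100% = wells lacking Arfgap1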
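System: truncated rat Arfgap1 GAP domain / Medium: HEPES-based buffer, pH 7.5 / Also added: N-terminally truncated human ARF1-GTP substrate / Incubation: enzyme reaction 120 min at 25 °C after 20 min preincubation / Measured by: FP of antibody-bound GDP Alexa 633 tracer, ex 620/em 688 nm / Replicates: singlicate, each compound tested once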
TDP2 absorb: TDP2 (human) inhibition, absorbance primary screen; recombinant TDP2, T5PNP hydrolysis, p-nitrophenol absorbance 415 nm; O95551; 0.34% of 370,000 active; inhibition, % at 12.8 µM;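 active means inhibition above the mean of all tested compounds plus 3 SD, set per campaign, cut at about 25% in these data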;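 further: 0% = DMSO with enzyme and 100% = buffer with substrate but no TDP2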
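System – recombinant human TDP2 · Quantity – TDP2 enzyme at 120 nM final · Doses – single concentration, 12.8 µM nominal, with 1% DMSO · Incubation – 2 h at 37 °C · Measured by – epi absorbance of p-nitrophenol freed from T5PNP by hydrolysis · Read-out – % inhibition relative to enzyme-containing and enzyme-free wells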
ADAM10 inh: ADAM10 inhibition, QFRET primary screen; O14672; recombinant ADAM10, EDANS/DABCYL FRET peptide cleavage, 3 h; inhibition, % at 7 µM; 0.62% of 370,000 active; AID 720582;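 active means inhibition above a per-campaign cutoff equal to the mean of compounds falling between control-based bounds plus 3 SD, cut at about 20% in these data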;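 further: 0% = DMSO wells while the 100% control is not disclosed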
Target sequence (O14672 214-748 limits assumed): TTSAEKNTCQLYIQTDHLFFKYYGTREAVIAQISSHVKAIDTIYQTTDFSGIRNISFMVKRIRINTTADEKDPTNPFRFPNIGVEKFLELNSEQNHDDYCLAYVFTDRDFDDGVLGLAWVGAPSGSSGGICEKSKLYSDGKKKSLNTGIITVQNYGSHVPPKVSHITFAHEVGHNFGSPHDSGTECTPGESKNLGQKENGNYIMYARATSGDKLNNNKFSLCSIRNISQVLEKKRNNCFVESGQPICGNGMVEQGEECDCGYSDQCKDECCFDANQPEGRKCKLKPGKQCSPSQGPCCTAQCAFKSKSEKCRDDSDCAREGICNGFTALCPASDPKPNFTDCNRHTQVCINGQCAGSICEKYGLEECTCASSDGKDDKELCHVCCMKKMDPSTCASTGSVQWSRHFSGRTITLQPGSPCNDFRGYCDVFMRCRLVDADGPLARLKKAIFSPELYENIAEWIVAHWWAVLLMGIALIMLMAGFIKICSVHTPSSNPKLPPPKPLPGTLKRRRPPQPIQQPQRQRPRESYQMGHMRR
PLC-gamma1 inh: PLC-gamma1 (human) inhibition, primary screen. inhibition, % at 12.2 µM. P19174. 0.84% of 370,000 active. purified PLC-gamma1, fluorogenic substrate, fluorescence. AID 720700; in the data active means inhibition above about 9.5%
* hit, by the source's call; i = inactive; . = no result given; & = joins results of further samples.

smiles	proKLK7 act	ADAM17 inh	DDE Tn7 FP inh	DDE Tn6 FP inh	ASAP1 GAP inh	LEDGF integ inh	ARFGAP1 inh	TDP2 absorb	ADAM10 inh	PLC-gamma1 inh
COc1cccc(/C=C2/SC(=S)N(CC(=O)Nc3nnc(C)s3)C2=O)c1	-0.2	1	-1	-6	-2	-3	11	-9	-14	-1
Cc1ccccc1C(=O)N1CCC(C(=O)Nc2ccc(C(C)C)cc2)CC1	0.8	-3	1	-2	-5	-6	9	7	-2	0
CCn1c(CNC(=O)C23CC4CC(CC(C4)C2)C3)nnc1SCC(=O)Nc1nnc(C)s1	-0.2	-1	-5	-11	-6	2	-1	-2	-6	0
CCOC(=O)N1CCN(S(=O)(=O)c2ccc(OC)c(Cl)c2Cl)CC1	0.5	4	0	2	2	0	-5	-1	3	5
Cc1noc(NC(=O)c2ccc(Cl)cc2)c1Cl	0.3	-1	-6	-8	-12	0	1	5	0	2
O=[N+]([O-])c1cccc(-c2nc(NCc3ccccc3)c3ccccc3n2)c1	0.0	2	2	-4	-4	2	4	-8	6	2
Cc1cc(Br)cn2c(Cc3cccc(F)c3)c(-c3ccc(C#N)cc3)nc12	-2.5	-7	3	-1	2	3	10	6	-22	-12
Cc1ccc(C2OC(=O)C=C2c2ccccc2)cc1 (configuration not stated)	0.5	1	6	-7	-1	-5	-3	-5	-10	-1
CC1CN(C(=O)/C=C/c2ccccc2[N+](=O)[O-])CC(C)O1 (configuration not stated)	-0.1	-4	7	5	2	0	8	-6	-3	1
CCOc1ccc(C(CC(=O)O)NC(=O)c2ccco2)cc1 (configuration not stated)	0.7	-3	-4	8	-2	3	-4	15	0	2
CC(C)(C)OC(=O)NCCCC[C@H](NC(=O)c1nc[nH]c1C(=O)N1CCN(C(=O)OC(C)(C)C)CC1)C(=O)OC(C)(C)C	-0.4	2	-5	-1	1	-4	3	-6	7	3
CCC(Oc1ccccc1F)C(=O)Nc1ccc2c(c1)n(C)c(=O)n2C (configuration not stated)	-0.6	-5	2	9	1	-1	5	16	-9	1
O=C(c1nn2c(C(F)(F)F)cc(-c3cccs3)nc2c1Br)N1CCCc2ccccc21	-0.7	0	-1	-8	0	-3	-6	6	0	-21
Cc1cc(C)c2c(CN3CCN(C)CC3)cc(=O)oc2c1	-0.3	1	1	-1	3	4	9	2	2	4
O=C(NCC(O)c1nc2ccccc2[nH]1)c1cc([N+](=O)[O-])ccc1F (configuration not stated)	-0.6	1	2	-5	4	0	-10	3	-3	-1
Cc1ccccc1C(=O)NCCc1nnc(SCC(=O)Nc2nc(-c3ccccc3)cs2)n1C	0.4	3	6	8	5	-2	-10	2	8	-2
Cn1c(=O)c2c(-c3ccccc3)n(-c3ccccc3N)cc2n(C)c1=O	-4.0	-245	-3	-1	3	-2	-3	1	i	-407
COc1cc2ccc(=O)oc2c(O[C@@H]2O[C@H](CO)[C@@H](O)[C@H](O)[C@H]2O)c1O	68*	i	5&0	8&-7	10&-1	-2&-10	-1&4	6&-19	i	i
CN(c1ccccc1)S(=O)(=O)c1ccc(Cl)c(C(=O)NCc2ccccc2CN2CCCC2)c1	0.0	2	3	9	-8	2	-5	-5	2	3
Cc1ccc(OCC(=O)NNC(=O)C2CSC3(C)CCC(=O)N23)cc1 (configuration not stated)	0.5	-1	-6	-3	-5	-3	11	-8	-9	1
CCOC(=O)NC(=O)CSc1ccccn1	0.2	2	-8	-5	10	3	10	-10	1	5
CN(C)C(=S)NCc1ccccc1	0.2	-3	8	2	11	3	6	-1	-1	-2
CC(=O)Nc1ccc(OCCOc2ccc(/C=C3\C(=N)N4N=C(C)SC4=NC3=O)cc2)cc1	1.2	-13	3	-1	-7	-1	4	-1	-41	-4
CC(NC(=O)c1ccc(Cn2cc([N+](=O)[O-])cn2)o1)c1ccccc1 (configuration not stated)	-0.6	-2	-12	-3	-9	-1	3	3	0	-2
Cc1ccc(/C=N/N(C)S(=O)(=O)c2ccc(C)cc2)cc1	0.6	5	-4	-8	4	2	5	-7	0	4
C/C(=N/NC(N)=S)c1ccc(Br)s1	-0.2	2	-4	-1	4	-3	-2	-5	-2	3
NS(=O)(=O)c1ccc(SCc2ccccc2)nc1	-0.2	-1	-1	6	-3	0	-6	14	2	3
CCNC(=O)COC(=O)/C=C/c1cccc(F)c1	-0.4	2	-6	-8	2	3	-2	6	2	-1
COc1ccc(NC(=O)c2cnn3c(C(F)(F)F)cc(-c4ccco4)nc23)cc1OC	-0.1	-1	0	3	-14	1	-5	3	2	-4
COc1ccc(NC(=O)CSc2nc(=O)n(CCN(C)C)c3c2CCCC3)cc1	0.3	-1	-2	-2	3	-1	-8	8	2	2
CC(=O)c1c(COC(=O)c2cccnc2)nc2ccccc2[n+]1[O-]	-0.3	-5	5	1	-11	-2	-6	7	-8	-2
Cc1cc(-c2nc3cccnc3s2)ccc1NS(=O)(=O)c1cccs1	71*	i	3	-2	-12	0	4	0	i	i
CCOc1ccccc1NC(=O)C(OC(=O)c1ccc(NC(=O)CC#N)cc1)c1ccccc1 (configuration not stated)	-0.6	-2	8	7	6	-2	14	6	2	-9
O=C(NC1(C(F)(F)F)NC(=O)N(Cc2cccnc2)C1=O)c1cccs1 (configuration not stated)	-0.2	-2	5	-1	-4	-1	6	-1	-6	3
COCCNS(=O)(=O)c1cc2[nH]c3c(c2cc1C)C(=O)CC(C)(C)C3	-0.4	-3	4	-9	-15	-3	4	16	-6	1
CCCC(=O)NC(=S)Nc1cccc(NC(=O)c2ccccc2)c1	-0.2	-3	0	-2	1	0	7	-12	2	1
COc1ccc(S(=O)(=O)N2CCC[C@H]2C(=O)N2CCC[C@H]2C(=O)NCc2ccc(F)cc2F)cc1C	-0.3	1	-7	-5	10	-4	-3	5	-2	0
COC(=O)CSc1nnc(-c2ccc(S(=O)(=O)N3CCCC3)cc2)n1C	0.5	-3	-1	6	7	0	-2	-8	0	-3
CC(C)(C)c1cc(CN2CCCC(O)C2)c(O)c(C(C)(C)C)c1 (configuration not stated)	0.4	1	7	-3	2	-2	-15	-2	9	1
CCOc1ccc(NC(=O)CSc2nnc(-c3ccccn3)n2N)cc1	-0.3	-4	3	2	-5	3	6	5	-3	3

An excerpt of these results, with two lines to a compound:
Every second line gives: proKLK7 act	ADAM17 inh	DDE Tn7 FP inh	DDE Tn6 FP inh	ASAP1 GAP inh	LEDGF integ inh	ARFGAP1 inh	TDP2 absorb	ADAM10 inh	PLC-gamma1 inh
Cc1ccc(/C=N/N(C)S(=O)(=O)c2ccc(C)cc2)cc1
 : 0.6	5	-4	-8	4	2	5	-7	0	4
C/C(=N/NC(N)=S)c1ccc(Br)s1
 : -0.2	2	-4	-1	4	-3	-2	-5	-2	3
NS(=O)(=O)c1ccc(SCc2ccccc2)nc1
 : -0.2	-1	-1	6	-3	0	-6	14	2	3

Continued:
smiles	proKLK7 act	ADAM17 inh	DDE Tn7 FP inh	DDE Tn6 FP inh	ASAP1 GAP inh	LEDGF integ inh	ARFGAP1 inh	TDP2 absorb	ADAM10 inh	PLC-gamma1 inh
CC(C)CNC(=O)C1C(=O)Nc2ccccc2C(=O)N1C(C)(C)C (configuration not stated)	0.1	-3	3	-4	-1	-2	7	-3	-3	-2
Cc1cccc(N2CCN(C(=O)c3cc(S(=O)(=O)N(C)C)ccc3Cl)CC2)c1C	.	0	-4	-2	.	-3	.	3	5	2
N=c1n(CCCOc2ccccc2Cl)c2ccccc2n1CC(N)=O	0.3	-2	11	1	-18	3	2	-12	7	0
O=C(/C=C/c1ccccc1)Oc1cccc2cccnc12	0.4	-1	4	-1	15	0	1	-5	-4	0
COc1cccc(-c2nn(-c3ccccc3)cc2/C=C(/NC(=O)c2ccccc2)C(=O)O)c1	-0.1	2	0	-5	4	2	0	6	5	2
COc1cccc(N2CCN(C3CC(=O)N(c4ccc(Cl)c(Cl)c4)C3=O)CC2)c1 (configuration not stated)	0.0	1	1	-4	-6	1	-7	5	5	2
CC(C)n1c(O)c(/C=C2\C=Nc3ccccc32)sc1=Nc1ccccc1	0.7	0	-5	5	0	7	8	-2	-1	4
COc1cccc(NC(=O)C(c2ccccc2)N2CCN(c3ccccn3)CC2)c1 (configuration not stated)	0.0	0	7	7	-9	-3	0	4	5	0
COCCCNc1oc(/C=C/c2ccccc2)nc1C#N	44*	i	-1	-1	7	-4	14	13	i	i
CCN(CC)c1ccc(NC(=O)CCNC(=O)c2ccco2)cc1	-0.4	-1	-2	-4	-3	-3	-3	2	3	-1
CCCn1nc(NC(=O)c2ccco2)c2cc3cc(C)ccc3nc21	-6.3	-34	-1	0	5	-5	2	-8	-105	-205
CCCCc1c(C(=O)O)cc(OC)cc1C(=O)O	0.5	0	1	-2	-1	-3	0	1	1	8
O=C(Oc1cccc(C(=S)N2CCOCC2)c1)c1cccc([N+](=O)[O-])c1	0.2	-5	6	4	3	-1	13	10	-8	0
CCNC(=S)NNC(=O)CSc1nc2ccccc2n1C	0.2	-9	-5	-3	-6	-2	10	-1	-7	-1
COc1cc2c(cc1OC)C(c1cc3cc(OC)c(OC)cc3[nH]c1=O)N(C(=O)C1CC1)CC2 (configuration not stated)	4.4	-60	3	-7	12	1	0	5	-187	-79
Cc1ccccc1C1N=C2Oc3ccccc3C=C2C(=O)N1 (configuration not stated)	35*	-30	2	5	-8	1	6	-12	-134	-22
O=C(NCc1ccco1)c1ccccc1NS(=O)(=O)c1ccc(Br)s1	0.1	-3	0	6	8	4	5	-6	0	-3
CC(=O)C1C(C)CC2C3CCC4CC(=O)CCC4(C)C3CCC21C (configuration not stated)	1.0	-5	-1	3	5	4	-2	-7	-4	0
CC(Oc1ccccc1)C(=O)N1CCc2ccccc2C1 (configuration not stated)	-0.5	0	3	-4	-1	3	-7	2	0	1
CC1CCCCN1CCCNC(=O)c1ccc2nc(N3CCCCC3)sc2c1 (configuration not stated)	0.4	-3	4	5	3	0	7	2	-13	3
CCOc1cc2[nH]c(=O)n(CC3CCC(C(=O)NCCCOC)CC3)c(=O)c2cc1OCC (configuration not stated)	-0.2	-5	-15	-5	-5	3	1	2	-69	3
